# HIV fusion peptide: inhibitors of HIV fusion peptide binding, primary screen, biochemical, uHTS, fluorescence dequenching (AID 1986) | cell-free peptide binding, fluorescence dequenching, 30 min; higher % means a stronger effect | inhibition, % at 20 µM, or IC50 in µM where a hit was titrated | 0.3% of 290,000 active; in the data active = inhibition mostly above about 52%, no sharp cut-off; inactive = mostly below about 76%; note: some results filed as inactive read as strong as hits
# GPR55 LPI antagonism: GPR55 antagonists blocking LPI-driven arrestin recruitment, primary screen, imaging, U2OS, beta-arrestin-GFP, LPI agonist (AID 2013) | G-protein coupled receptor 55 (Homo sapiens) | U2OS GPR55 beta-arrestin-GFP translocation imaging, LPI antagonism; higher % means a stronger effect | one-dose inhibition, % at 10 µM; IC50 in µM for titrated hits | 0.13% of 290,000 active;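 active = spots per cell inhibited over 60%, with over 100 cells counted and total cytoplasm intensity under 500,000; inconclusive = wells with under 100 cells, flagged as likely toxic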;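 note: U2OS cells stably carrying GPR55 and arrestin-GFP stimulated by 5 µM LPI near EC80; imaged beta-arrestin-GFP aggregate spots per cell after agonist stimulation; plate controls were LPI-stimulated DMSO wells for no effect and DMSO wells without LPI for full effect; some results filed as inactive read as strong as hits; confirmed hits need IC50 under 10 µM and bright autofluorescent wells are also inconclusive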
# GPR55 beta-arrestin: GPR55 agonists via beta-arrestin recruitment, primary screen, imaging, U2OS cells, beta-arrestin-GFP redistribution (AID 1961); U2OS GPR55 beta-arrestin-GFP redistribution imaging; higher % means a stronger effect; one-dose activation, % at 10 µM; EC50 in µM for titrated hits; 0.048% of 290,000 active;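 active = activation above 40% with more than 50 cells counted in the well; inconclusive = wells holding fewer than 50 cells, flagged as toxic or sparse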;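 note: U2OS osteosarcoma cells stably expressing GPR55 and beta-arrestin-GFP; plate controls were DMSO negative control for no effect and LPI positive control for full effect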
# GPR35 antagonists: GPR35 antagonists blocking zaprinast-driven arrestin recruitment, primary screen, imaging, U2OS, beta-arrestin-GFP, zaprinast agonist (AID 2058) | 0.052% of 290,000 active | G-protein coupled receptor 35 (Homo sapiens) | inhibition, % at 10 µM, or IC50 in µM where a hit was titrated | U2OS GPR35 beta-arrestin-GFP translocation imaging, zaprinast antagonism; higher % means a stronger effect;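 active = inhibition of at least 50% with at least 30 cells and total cytoplasm GFP at most 10,000,000; inconclusive = under 30 cells or total GFP of 10,000,000 plus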
# Dengue-2 NS5 capping: Dengue-2 NS5 methyltransferase inhibitors, primary screen, biochemical, confirmation dose response (AID 588689); inhibition, % at 25 µM; hits with a dose series show IC50 in µM; 0.3% of 340,000 active; Dengue-2 NS5 methyltransferase capping enzyme assay, biochemical; higher % means a stronger effect; in the data active = a potency from the dose series; inconclusive = inhibition above about 29% without an active follow-up result
# SIAH1 antagonists: Siah-1 peptide-binding antagonists, primary screen, biochemical, fluorescence polarization, rhodamine-plectin, uHTS (AID 1817); E3 ubiquitin-protein ligase SIAH1 (Homo sapiens); Siah-1 / rhodamine-plectin peptide fluorescence polarization; higher % means a stronger effect; 0.02% of 290,000 active; displacement, % at 20 µM; hits with a dose series show IC50 in µM;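 active = displacement of at least 50% at 20 µM, with a fluorescence ratio check between 0.3 and a set limit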;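 note: plate controls were Siah plus tracer with DMSO for no effect and tracer alone without Siah for full effect; strong numbers were not always called active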
# AID2073: inhibitors of Mint1-CaV2.2 protein interaction, biochemical, HTRF (AID 2073) | one-dose inhibition, % at 20 µM; IC50 in µM for titrated hits | 0.19% of 290,000 active | HTRF protein-protein interaction, Mint1-CaV2.2; higher % means a stronger effect | Voltage-dependent N-type calcium channel subunit alpha-1B (Homo sapiens); in the data active = inhibition mostly above about 51%, no sharp cut-off; inconclusive = no clear call, values can overlap the other calls; inactive = mostly below about 53%; note: some results filed as inactive read as strong as hits
# K1F lysis inhibition: inhibition of K1F phage lysis, E. coli UTI89, bacterial capsule biogenesis inhibitors, alamar blue (AID 488966) | inhibition, % at 100 µM; hits with a dose series show IC50 in µM | E. coli UTI89 K1F phage lysis, alamar blue, 2 h; higher % means a stronger effect | 0.02% of 340,000 active;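 active = phage lysis inhibition, versus mean bacterial control, above a set limit; inconclusive = no clear call, values can overlap the other calls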;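 note: capsule biogenesis inhibitors block K1F phage lysis so surviving cells raise fluorescence; higher fluorescence means more inhibition of phage lysis; actives were called in the ten point dose series up to 300 µM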
# NTR1 ag: agonists of NTR1, primary screen, imaging, U2OS cells, beta-arrestin-GFP, high content (AID 493036); 0.17% of 330,000 active; NTR1-U2OS beta-arrestin-GFP spot imaging, agonist mode; Neurotensin receptor type 1 (Homo sapiens), P30989; activation, % at 20 µM;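 active = activation at or above 40% of the spot to cytoplasm intensity ratio, with at least 20 cells analyzed; inconclusive = wells under 20 cells, flagged as cytotoxic or low count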;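 note: 0% = DMSO without peptide and 100% = 100 nM NTR1 peptide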
# Target sequence (P30989 whole entry, looked up): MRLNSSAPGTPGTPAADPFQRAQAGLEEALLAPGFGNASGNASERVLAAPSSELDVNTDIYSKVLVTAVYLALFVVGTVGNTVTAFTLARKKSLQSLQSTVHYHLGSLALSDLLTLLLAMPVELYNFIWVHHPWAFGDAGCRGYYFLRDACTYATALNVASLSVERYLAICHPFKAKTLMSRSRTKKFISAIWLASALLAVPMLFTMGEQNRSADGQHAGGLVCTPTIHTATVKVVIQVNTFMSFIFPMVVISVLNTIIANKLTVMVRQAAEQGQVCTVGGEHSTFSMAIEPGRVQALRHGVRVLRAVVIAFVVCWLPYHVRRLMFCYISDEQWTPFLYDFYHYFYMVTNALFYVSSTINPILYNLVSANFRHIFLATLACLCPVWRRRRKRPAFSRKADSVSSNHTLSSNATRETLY
# NTR1 ag cell count 20 µM: second read-out of NTR1 ag, no call of its own (marks repeat the call); cell count; measured here: cell count, cytotoxicity flag
# Starred values were filed as active, the others as inactive; ? = inconclusive; · = not tested or not shown; [ ] = another dose, or the depositor's remark.
SMILES,HIV fusion peptide,GPR55 LPI antagonism,GPR55 beta-arrestin,GPR35 antagonists,Dengue-2 NS5 capping,SIAH1 antagonists,AID2073,K1F lysis inhibition,NTR1 ag,NTR1 ag cell count 20 µM
CCn1c(SCC(=O)NNC(=O)c2ccccc2)nnc1-c1ccncc1,1.4%,1.5%,-0.4%,-9.3%,6.8%,-2.5%,4.7%,-0.2%,1.5,53
Cc1[nH]c(C)c2c(=O)n(Cc3ccc(Cl)cc3)ncc12,-0.6%,0.2%,0.6%,-4.6%,-1.6%,8.5%,10.9%,-0.1%,0.0,61
CCOc1ccc(-c2nc(S(=O)(=O)c3ccccc3)c(N3CCOCC3)o2)cc1,-1.2%,9.5%,0.2%,-5.7%,-9.2%,17.5%,2.7%,0.0%,3.1,69
CCOC(=O)C1CCN(C(=O)CCc2c(C)nc3ncnn3c2C)CC1,0.0%,9.1%,0.1%,-1.7%,-2.4%,-1.5%,-2.0%,0.5%,0.1,82
Clc1ccccc1COc1ccccc1-c1nnco1,10.0%,2.2%,0.0%,3.9%,-4.0%,1.5%,-3.6%,1.1%,4.5,58
COc1ccccc1CNC(=O)C1CCC1,-1.5%,19.4%,0.1%,7.0%,-7.0%,1.8%,-6.9%,0.5%[50 µM],-2.2,48
COCCn1nnnc1C(CC(C)C)N1CCN(c2nc3ccccc3s2)CC1 (configuration not stated),-1.9%,5.0%,-0.1%,11.4%,-6.5%,4.6%,11.8%,-2.9%,1.7,41
CCCNC(=S)N1CCCC(c2nc3ccccc3[nH]2)C1 (configuration not stated),2.5%,14.5%,-0.2%,-3.7%,2.3%,6.0%,13.4%,-0.2%,1.0,39
CS(=O)(=O)c1ccc(C(=O)Nc2cccc(-c3nc4ccccc4[nH]3)c2)cc1,-0.7%,5.8%,-0.1%,9.8%,4.5%,1.4%,1.0%,-0.3%,1.2,78
COc1ccc(NC(=O)Cn2nnc(-c3ccccc3NS(=O)(=O)c3ccc(OC)cc3)n2)cc1,0.4%,4.6%,-0.6%,-10.0%,3.9%,-1.3%,0.6%,0.4%,5.6,54
CCOP(=O)(c1ccccc1)C(O)c1ccc(F)cc1 (configuration not stated),0.4%,1.4%,0.3%,-10.5%,-7.7%,2.3%,1.4%,4.4%,0.7,47
O=C(NCc1ccc(Cl)cc1)c1cc2ccccn2n1,-1.2%,-1.3%,-0.2%,2.4%,-2.8%,-1.1%,-3.1%,9.6%,-0.6,103
COc1ccc(NC(=S)N(CCCN2CCCC2)Cc2cccs2)cc1,-0.3%,0.5%,-0.2%,9.7%,-1.9%,-6.6%,-11.3%,0.4%,6.1,34
COc1ccccc1C1CC(=O)NC(C)=C1C(=O)OCC(C)C (configuration not stated),-1.4%,8.6%,-0.2%,-0.2%,0.7%,1.6%,-0.2%,-1.2%[50 µM],0.1,57
COc1ccc(NC(=O)CN2CCC3(O)CCCCC3C2c2ccccc2OC)cc1 (configuration not stated),-0.3%,8.2%,0.0%,17.1%,·,5.6%,-1.1%,·,·,·
CCS(=O)(=O)Nc1ccc(-c2cc(-c3ccccc3)c3cc(C)ccc3n2)cc1,-0.8%,-14.7%,-0.6%,-8.7%,-9.6%,3.7%,37.8%,-0.4%[50 µM],·,·
O=C(COc1ccccc1)Nc1ccc2c(c1)Cc1cc(NC(=O)COc3ccccc3)ccc1-2,1.3%,-7.4%,-0.3%,-1.6%,-3.2%,-1.9%,33.8%,0.4%,1.5,75
Cc1ccc(F)c(N=Cc2c(O)c3ccccc3oc2=O)c1,1.2%,4.2%,-0.2%,1.3%,10.4%,-5.2%,20.4%,-0.2%,0.1,54
Cc1ccc2c(=O)cc(C(=O)NC3CCS(=O)(=O)C3)oc2c1 (configuration not stated),2.6%,6.0%,-0.2%,2.2%,0.0%,5.8%,-1.2%,-0.1%,-0.9,62
O=C1CCCC(O)=C1C1C2=C(CCCC2=O)Oc2ccccc21 (configuration not stated),0.3%,8.2%,0.2%,-6.4%,-3.4%,-4.0%,12.0%,0.1%,0.0,73
COCCn1nnnc1CN1C2CCCC1CC(NC(C)=O)C2 (configuration not stated),1.4%,0.2%,0.2%,-10.9%,4.0%,1.5%,-0.3%,0.2%,0.2,66
OCCCC1CCCN(Cc2cn[nH]c2-c2ccc(F)cc2F)C1 (configuration not stated),-0.3%,4.6%,-0.1%,-3.5%,-8.5%,-7.2%,-1.8%,0.1%,2.8,45
CC(=O)n1cc(N(C(=O)CCl)c2ccc(C)cc2)c2ccccc21,-1.5%,2.9%,2.1%,14.1%,-15.3%,14.3%,-4.6%,-0.8%,15.8,63
CCSc1nnc(NC(=O)CSc2nnc(CNC(=O)c3ccccc3F)o2)s1,6.5%,-4.3%,-0.3%,·,-1.4%,-4.5%,-18.2%,2.7%,-1.1,52
Cc1cc(NC(=O)CSc2nc3ccccc3c(=O)n2Cc2ccccc2)no1,-1.5%,9.6%,0.3%,-7.5%,-6.6%,1.1%,-8.5%,0.3%,4.8,78

# Brought forward from above: two compounds; new compounds follow.
SMILES,HIV fusion peptide,GPR55 LPI antagonism,GPR55 beta-arrestin,GPR35 antagonists,Dengue-2 NS5 capping,SIAH1 antagonists,AID2073,K1F lysis inhibition,NTR1 ag,NTR1 ag cell count 20 µM
CCSc1nnc(NC(=O)CSc2nnc(CNC(=O)c3ccccc3F)o2)s1,6.5%,-4.3%,-0.3%,·,-1.4%,-4.5%,-18.2%,2.7%,-1.1,52
Cc1cc(NC(=O)CSc2nc3ccccc3c(=O)n2Cc2ccccc2)no1,-1.5%,9.6%,0.3%,-7.5%,-6.6%,1.1%,-8.5%,0.3%,4.8,78
COC(=O)c1ccc(C)c(NS(=O)(=O)c2ccc(C)c([N+](=O)[O-])c2)c1,-3.2%,20.3%,-0.1%,1.5%,0.0%,8.6%,6.6%,0.5%,-1.0,37
O=C(N/N=C/c1ccco1)c1ccc(Br)o1,-1.7%,-8.0%,-0.1%,1.0%,-3.1%,-3.3%,-10.0%,-1.6%,-0.1,50
Cc1ccc(C2=NN(C(=O)CSc3nc4ncc(Cl)cc4[nH]3)C(c3ccco3)C2)cc1 (configuration not stated),23.7%,17.7%,0.0%,-3.6%,-2.2%,18.4%,37.6%,1.7%,1.6,54
CC(C)CC(NC(=O)COc1ccccc1)C(=O)O (configuration not stated),-1.8%,25.0%,0.2%,6.0%,3.3%,7.5%,-0.8%,2.4%,1.3,58
CCn1ccnc1CN1CCCCC1C(=O)Nc1ccc(Oc2cccnc2)cc1 (configuration not stated),-0.3%,-15.1%,-0.1%,-9.0%,3.9%,-4.5%,6.9%,0.2%,-0.3,55
COc1ccc(NC(=S)N(CCCN2CCCC(C)C2)Cc2cccs2)cc1 (configuration not stated),2.3%,4.4%,0.7%,-7.2%,7.3%,-4.2%,-24.9%,0.1%,0.2,47
N=C1S/C(=C\c2ccco2)C(=O)N1c1ccc2c(c1)OCO2,43.3%,4.5%,0.2%,-7.5%,-14.0%,22.0%,56.0%*,1.4%,-0.4,66
CN1CCN(c2ccccc2NC(=O)c2ccc(-c3ccc(Cl)c(Cl)c3)o2)CC1,-0.3%,-17.9%,-0.2%,-14.5%,0.7%,0.5%,11.2%,0.8%[50 µM],15.4,69
O=C(NNC(=S)NC(=O)c1cn(-c2ccccc2)nc1-c1ccccc1)c1ccncc1,23.3%,11.6%,0.7%,-10.4%,-1.6%,-11.4%,8.3%,0.2%,3.1,55
Cc1cc(-c2nnc(SCC(=O)NC3CCCC3)o2)no1,3.3%,5.8%,-0.1%,-7.4%,-0.3%,0.0%,4.5%,0.3%,0.0,49
O=C(O)c1ccc(Nc2ccc(F)c(F)c2)c([N+](=O)[O-])c1,-1.3%,-7.9%,-0.1%,-7.2%,-3.3%,-2.9%,-0.3%,0.4%,1.4,80
O=C(O)c1ccc(CSc2nnc(-c3ccccc3Br)o2)cc1,2.6%,-4.9%,-0.2%,-0.2%,-2.3%,-1.2%,4.7%,1.2%,0.2,55
CCN(CC)S(=O)(=O)c1cccc(N=Nc2c(O)c3ccccc3oc2=O)c1,41.3%,-5.9%,-0.2%,8.7%,7.0%,9.3%,-2.4%,-0.1%,-0.7,54
O=C(NCCOc1ccc(F)cc1)c1ccccc1SCc1ccccc1,-0.2%,5.4%,0.4%,22.3%,4.5%,5.2%,0.0%,-0.2%,3.5,91
CCOC(=O)CSc1nc(C(C)(C)C)cc(C(F)(F)F)c1C#N,0.8%,17.1%,-0.1%,-11.2%,-9.8%,0.8%,7.4%,0.1%,3.8,98
CCNc1nc(SCC(=O)Nc2ccc(Cl)c(Cl)c2)nc(N(C)C)n1,2.1%,-0.4%,0.2%,19.3%,-6.8%,2.8%,2.5%,1.4%,8.2,48
COc1ccc(Nc2nc3ccccc3nc2-n2nc(C)cc2C)cc1,3.3%,-3.1%,-0.1%,-12.8%,?,0.4%,6.0%,0.8%,4.7,66
CN(C)c1ccc(C2=NOC(CN3C(=O)c4ccccc4S3(=O)=O)C2)cc1 (configuration not stated),3.5%,-2.1%,-0.3%,6.4%,-6.5%,-0.8%,6.8%,-0.1%,5.4,86
COCCCNC(=S)N/N=C/c1ccccc1O,2.4%,-0.6%,-0.2%,2.5%,3.1%,-0.2%,8.4%,1.1%,0.4,63
CCN1CCCC1CNC(=O)C(=O)NC (configuration not stated),0.7%,11.3%,-0.3%,19.6%,-0.8%,2.8%,1.7%,0.6%,0.0,59
COc1ccc(CCNC(=O)C2CCN(C(=O)NC3CCCCC3)CC2)cc1,-1.0%,-6.4%,0.0%,-7.7%,-6.5%,-2.0%,-2.1%,0.0%,-0.6,73
COc1ccc(C2N3CC4(C)CN2CC(C)(C3)C4=O)cc1OC (configuration not stated),-0.9%,-10.3%,0.3%,19.4%,-7.3%,-2.4%,-0.5%,3.4%,0.1,59
Cn1c2ccccc2c2cc(/C=N/NC(=O)c3cc(O)cc(O)c3)ccc21,10.1%,0.4%,-0.1%,6.2%,-4.5%,9.2%,39.3%,0.0%,1.2,65
CCOC(=O)c1sc(C)c2c1NC(C)(c1cccs1)NC2=O (configuration not stated),2.9%,4.2%,-0.2%,15.9%,-2.7%,13.8%,22.9%,1.6%,3.6,79
